Source: PubChem BioAssay (Broad Institute)
NSD2 block – blocks human NSD2 histone methyltransferase activity; NSD2-SET H3K36me1 DELFIA fluorescence, biochemical; 44,000 compounds, 0.07% hits; inhibition, % at 12.5 µM; O96028; in the data active = inhibition above about 54%, passing the limit was not always enough;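 also: inhibitors reduce the monomethyl H3K36 fluorescence signal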
Target sequence (O96028 whole entry, looked up): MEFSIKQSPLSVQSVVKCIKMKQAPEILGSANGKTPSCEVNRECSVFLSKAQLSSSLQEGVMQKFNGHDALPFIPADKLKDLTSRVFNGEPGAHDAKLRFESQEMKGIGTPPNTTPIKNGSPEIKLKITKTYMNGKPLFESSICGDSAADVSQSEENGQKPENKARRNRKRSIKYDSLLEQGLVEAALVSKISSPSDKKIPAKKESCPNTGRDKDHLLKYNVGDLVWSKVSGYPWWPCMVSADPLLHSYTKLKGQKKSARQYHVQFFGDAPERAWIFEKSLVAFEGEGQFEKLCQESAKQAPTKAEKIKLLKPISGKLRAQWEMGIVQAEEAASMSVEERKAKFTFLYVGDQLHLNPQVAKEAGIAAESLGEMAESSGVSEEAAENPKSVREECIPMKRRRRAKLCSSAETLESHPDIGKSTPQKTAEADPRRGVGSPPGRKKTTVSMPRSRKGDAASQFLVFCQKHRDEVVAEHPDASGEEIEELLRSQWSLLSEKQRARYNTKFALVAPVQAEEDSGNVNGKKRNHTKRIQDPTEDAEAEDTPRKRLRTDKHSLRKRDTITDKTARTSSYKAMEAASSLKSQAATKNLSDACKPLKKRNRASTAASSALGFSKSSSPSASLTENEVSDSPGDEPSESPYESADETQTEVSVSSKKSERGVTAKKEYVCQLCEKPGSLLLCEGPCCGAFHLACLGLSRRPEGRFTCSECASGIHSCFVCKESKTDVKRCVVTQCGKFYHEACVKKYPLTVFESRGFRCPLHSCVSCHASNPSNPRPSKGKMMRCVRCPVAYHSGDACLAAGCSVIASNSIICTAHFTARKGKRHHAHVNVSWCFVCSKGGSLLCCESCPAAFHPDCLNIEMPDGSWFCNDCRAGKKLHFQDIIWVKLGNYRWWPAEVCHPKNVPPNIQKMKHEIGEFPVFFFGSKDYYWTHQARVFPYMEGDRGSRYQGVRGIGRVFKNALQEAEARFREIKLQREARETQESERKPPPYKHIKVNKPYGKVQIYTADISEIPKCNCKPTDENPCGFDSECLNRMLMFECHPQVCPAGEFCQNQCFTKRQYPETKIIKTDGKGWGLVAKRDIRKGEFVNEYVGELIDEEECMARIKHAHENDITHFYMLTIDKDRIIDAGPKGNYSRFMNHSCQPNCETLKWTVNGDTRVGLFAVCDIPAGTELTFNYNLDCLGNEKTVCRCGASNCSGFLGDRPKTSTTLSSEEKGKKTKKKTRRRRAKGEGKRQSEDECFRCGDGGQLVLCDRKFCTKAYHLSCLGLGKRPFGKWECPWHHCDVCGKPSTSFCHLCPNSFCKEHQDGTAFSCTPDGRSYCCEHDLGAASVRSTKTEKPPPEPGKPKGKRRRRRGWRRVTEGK
Active calls of the source: *.

SMILES	NSD2 block
COCC(=O)Nc1ccc2c(c1)[C@@H]1C[C@H](CC(=O)N3CCOCC3)O[C@@H](CO)[C@@H]1O2	-4
COc1ccc(NC(=O)N(C)C[C@@H]2Oc3ccc(NC(=O)c4ccncc4)cc3CC(=O)N([C@@H](C)CO)C[C@H]2C)cc1	2
Cc1noc(C)c1S(=O)(=O)N(C)C[C@H]1OCCCC[C@H](C)Oc2ccc(NC(=O)CCCN(C)C)cc2C(=O)N([C@H](C)CO)C[C@H]1C	11
C[C@H](CO)N1C[C@H](C)[C@@H](CN(C)Cc2cccc(C(=O)O)c2)Oc2cc(C3=CCCC3)ccc2S1(=O)=O	1
Cc1cc(C(=O)Nc2cccc3c2O[C@H](CN(C)Cc2ccc(C(F)(F)F)cc2)[C@@H](C)CN([C@H](C)CO)C3=O)n(C)n1	0
Cc1noc(C)c1S(=O)(=O)N(C)C[C@@H]1Oc2ccc(NS(=O)(=O)c3cccs3)cc2CC(=O)N([C@H](C)CO)C[C@@H]1C	5
Cc1ccc(S(=O)(=O)N(C)C[C@H]2Oc3c(NS(C)(=O)=O)cccc3C(=O)N([C@H](C)CO)C[C@H]2C)cc1	0
CCN(CC)c1ccc(/C=N/NC(=O)c2cccc(C(=O)NO)c2)c(O)c1	6
C[C@H]1CN([C@@H](C)CO)C(=O)Cc2cc(NC(=O)Cc3cn(C)c4ccccc34)ccc2O[C@@H]1CN(C)C(=O)NC1CCCCC1	-1
CCCC#Cc1ccc2c(c1)O[C@H](CN(C)C(=O)COC)[C@H](C)CN([C@@H](C)CO)S2(=O)=O	1
C[C@@H]1CN([C@@H](C)CO)C(=O)c2cc(NC(=O)Nc3ccc(C(F)(F)F)cc3)ccc2O[C@H]1CN(C)S(=O)(=O)c1ccccc1	-4
COC(=O)/C=C/c1ccc(OC)c(/C=C/C(C)(C)O)c1	2
Cc1ccc(S(=O)(=O)N(C)C[C@@H]2Oc3ccc(NC(=O)C4CCCCC4)cc3C(=O)N([C@H](C)CO)C[C@@H]2C)cc1	0
CC1Cc2ccc3c(c2C(O)C1)C(=O)c1cccc(O)c1C3O (centres undefined)	-1
CC(C)(Oc1ccc(CCNC(=O)c2ccc(Cl)cc2)cc1)C(=O)O	2
C[C@@H]1CN([C@H](C)CO)C(=O)c2cc(NC(=O)Nc3ccccc3)ccc2O[C@@H]1CN(C)C(=O)Nc1ccc(F)cc1	11
COCC#Cc1ccc2c(c1)O[C@H](CN(C)Cc1ccccc1F)[C@@H](C)CN([C@@H](C)CO)S2(=O)=O	23
CC(=O)O[C@H]1[C@H](Oc2ccccc2COC(=O)C2(O)C=CCCC2=O)O[C@H](CO)[C@@H](O)[C@@H]1O (some centres undefined)	1
Cc1ccc(S(=O)(=O)N(C)C[C@H]2OCCCC[C@H](C)Oc3ccc(NS(=O)(=O)c4cn(C)cn4)cc3C(=O)N([C@H](C)CO)C[C@H]2C)cc1	1
C[C@@H]1CN([C@H](C)CO)C(=O)c2cc(NC(=O)Nc3cccc4ccccc34)ccc2O[C@@H](C)CCCCO[C@H]1CN(C)Cc1ccc2c(c1)OCO2	34
CC(=O)N(C)C[C@H]1Oc2cc(C3=CCCCC3)ccc2S(=O)(=O)N([C@@H](C)CO)C[C@@H]1C	-4
CNC[C@@H]1Oc2ncc(C#CCC3CCCC3)cc2C(=O)N([C@H](C)CO)C[C@@H]1C	-2
C[C@H]1CN([C@@H](C)CO)S(=O)(=O)c2ccc(-c3cccnc3)cc2O[C@@H]1CN(C)C(=O)NC1CCCCC1	8
CN(C)c1ccc(/C=N/NC(=O)CCCCCCC(=O)Nc2ccccc2O)cc1	-3

Exported field by field: 3 of the compounds above
Cc1ccc(S(=O)(=O)N(C)C[C@@H]2Oc3ccc(NC(=O)C4CCCCC4)cc3C(=O)N([C@H](C)CO)C[C@@H]2C)cc1
  NSD2 block: 0
CC1Cc2ccc3c(c2C(O)C1)C(=O)c1cccc(O)c1C3O (centres undefined)
  NSD2 block: -1
CC(C)(Oc1ccc(CCNC(=O)c2ccc(Cl)cc2)cc1)C(=O)O
  NSD2 block: 2

(listing goes on)
SMILES	NSD2 block
C[C@@H]1CN([C@H](C)CO)S(=O)(=O)c2ccc(C#CCN(C)C)cc2O[C@H]1CN(C)Cc1ccc2c(c1)OCO2	7
Cc1ccc(S(=O)(=O)N(C)C[C@@H]2OCCCC[C@@H](C)Oc3ccc(NC(=O)Nc4ccccc4)cc3C(=O)N([C@H](C)CO)C[C@H]2C)cc1	-1
C[C@@H]1CN([C@H](C)CO)C(=O)Cc2cc(NC(=O)C3CC3)ccc2O[C@@H]1CN(C)CC1CCCCC1	0
C=C1C(=C/C=C2\CCC[C@]3(C)[C@@H]([C@H](C)CCCC(C)(C)O)CC[C@@H]23)C[C@@H](O)C[C@@H]1O	1
C[C@H]1CN([C@@H](C)CO)C(=O)Cc2cc(NC(=O)Cc3ccccc3)ccc2O[C@H]1CN(C)C(=O)Nc1ccc(C(F)(F)F)cc1	-1
Cc1ccc(S(=O)(=O)N(C)C[C@H]2Oc3ccc(NC(=O)Cc4ccccc4)cc3C(=O)N([C@@H](C)CO)C[C@H]2C)cc1	0
C[C@H]1CN([C@@H](C)CO)C(=O)Cc2cc(N(C)C)ccc2O[C@H]1CN(C)S(C)(=O)=O	5
Cc1noc(C)c1S(=O)(=O)N(C)C[C@@H]1Oc2ccc(NS(=O)(=O)c3ccc(Cl)cc3)cc2C(=O)N([C@@H](C)CO)C[C@@H]1C	0
CC(C)NC(=O)Nc1ccc2c(c1)CC(=O)N([C@@H](C)CO)C[C@@H](C)[C@H](CN(C)CC1CCCCC1)O2	4
C[C@@H]1CN([C@H](C)CO)C(=O)Cc2cc(NC(=O)Nc3cccc4ccccc34)ccc2O[C@H]1CN(C)C(=O)Nc1cccc2ccccc12	-1
COc1c2c(c(CSc3nnnn3-c3ccccc3)c(OC)c1OC)C(=O)OC2	0
C[C@@H]1CN([C@@H](C)CO)C(=O)c2cc(NC(=O)Cc3cn(C)c4ccccc34)ccc2O[C@@H]1CN(C)S(=O)(=O)c1cccs1	-1
Oc1ccccc1C=Nc1ccccc1C(F)(F)F	29
C[C@H](CO)N1C[C@H](C)[C@@H](CN(C)Cc2ccncc2)Oc2ccc(N(C)C)cc2CC1=O	-2
C[C@H](CO)N1C[C@H](C)[C@H](CN(C)C(=O)Cc2cccnc2)Oc2ncc(C3=CCCCC3)cc2C1=O	3
C[C@H](CO)N1C[C@H](C)[C@@H](CN(C)C(=O)Nc2ccccc2)Oc2cc(C#Cc3ccccc3)ccc2S1(=O)=O	-4
C[C@H]1CN([C@@H](C)CO)C(=O)c2cccc(NS(C)(=O)=O)c2O[C@@H]1CN(C)C(=O)NC1CCCCC1	-2
C[C@H](CO)N1C[C@H](C)[C@@H](CN(C)CC2CC2)Oc2ccc(N(C)C)cc2CC1=O	2
COc1ccccc1CNC(=O)C[C@H]1C[C@@H]2c3cc(NC(=O)C4CCOCC4)ccc3O[C@@H]2[C@@H](CO)O1	1
CC(C)NC(=O)Nc1ccc2c(c1)C(=O)N([C@H](C)CO)C[C@@H](C)[C@H](CN(C)C(=O)Nc1ccc3c(c1)OCO3)OCCCC[C@@H](C)O2	1
COCC(=O)N(C)C[C@H]1Oc2ncc(C#Cc3ccc(OC)cc3)cc2C(=O)N([C@@H](C)CO)C[C@H]1C	-3
CNC[C@@H]1OCCCC[C@@H](C)Oc2ccc(NS(=O)(=O)c3ccc(F)cc3)cc2C(=O)N([C@@H](C)CO)C[C@@H]1C	-1
COCC(=O)N(C)C[C@@H]1Oc2cc(-c3cccc(F)c3)ccc2S(=O)(=O)N([C@@H](C)CO)C[C@@H]1C	-3
O=C(C[C@H]1C[C@@H]2c3cc(NC(=O)C4CCC4)ccc3O[C@@H]2[C@@H](CO)O1)NCc1cccnc1	-1
O=C(C[C@@H]1C[C@H]2c3cc(NC(=O)C4CCOCC4)ccc3O[C@H]2[C@H](CO)O1)NCc1cccnc1	4
COCC#Cc1ccc2c(c1)O[C@@H](CN(C)S(=O)(=O)c1ccc(C)cc1)[C@H](C)CN([C@@H](C)CO)S2(=O)=O	15
C[C@H]1CN([C@@H](C)CO)C(=O)c2cc(N(C)C)ccc2O[C@@H]1CN(C)Cc1ccc(Cl)c(Cl)c1	5
C[C@@H]1CCCCO[C@H](CN(C)C(=O)NC2CCCCC2)[C@@H](C)CN([C@H](C)CO)C(=O)c2cc(NC(=O)Nc3cccc4ccccc34)ccc2O1	-4
COc1ccc(S(=O)(=O)Nc2cccc3c2O[C@@H](CN(C)Cc2ccc(C(F)(F)F)cc2)[C@@H](C)CN([C@@H](C)CO)C3=O)cc1	-5
C[C@@H]1CN([C@H](C)CO)C(=O)c2cc(C3=CCCC3)cnc2O[C@H]1CN(C)C(=O)c1ccncc1	1
CCC(=O)N(C)C[C@H]1Oc2cc(-c3cncnc3)ccc2S(=O)(=O)N([C@@H](C)CO)C[C@H]1C	2
OCC1CC(c2ccccc2)=NO1 (centres undefined)	5

Retrieved one by one from the list above, 3 records:
SMILES	NSD2 block
CCC(=O)N(C)C[C@H]1Oc2cc(-c3cncnc3)ccc2S(=O)(=O)N([C@@H](C)CO)C[C@H]1C	2
COc1ccc(S(=O)(=O)Nc2cccc3c2O[C@@H](CN(C)Cc2ccc(C(F)(F)F)cc2)[C@@H](C)CN([C@@H](C)CO)C3=O)cc1	-5
OCC1CC(c2ccccc2)=NO1 (centres undefined)	5

Further entries
SMILES	NSD2 block
C[C@H](CO)N1C[C@H](C)[C@@H](CN(C)Cc2ccc(C(=O)O)cc2)OCCCC[C@H](C)Oc2ccc(NS(=O)(=O)c3cccs3)cc2C1=O	1
C[C@@H]1CN([C@H](C)CO)C(=O)c2cc(-c3cccc(F)c3)cnc2O[C@H]1CN(C)C(=O)Nc1ccccc1F	-2
Cc1cc(C(=O)Nc2cccc3c2O[C@H](CN(C)S(=O)(=O)c2ccc(F)cc2)[C@H](C)CN([C@H](C)CO)C3=O)n(C)n1	1
C[C@@H]1CN([C@@H](C)CO)C(=O)c2cc(NS(=O)(=O)c3ccc(F)cc3)ccc2O[C@@H]1CN(C)C(=O)Nc1ccc(F)cc1	3
Cc1ccc(S(=O)(=O)N(C)C[C@@H]2Oc3c(NC(=O)NC(C)C)cccc3C(=O)N([C@H](C)CO)C[C@@H]2C)cc1	5
COc1ccc(CN(C)C[C@H]2Oc3ccc(NS(=O)(=O)c4ccc(Cl)cc4)cc3C(=O)N([C@H](C)CO)C[C@@H]2C)cc1	-4
C[C@@H]1CCCCO[C@H](CN(C)S(=O)(=O)c2ccc(F)cc2)[C@@H](C)CN([C@H](C)CO)C(=O)c2cc(NC(=O)CCCN(C)C)ccc2O1	7
C/C=C/c1ccc2c(c1)O[C@@H](CN(C)C(=O)Cc1ccccc1)[C@H](C)CN([C@H](C)CO)S2(=O)=O	0
C[C@@H]1CN([C@@H](C)CO)C(=O)c2cc(NS(=O)(=O)c3ccc(Cl)cc3)ccc2O[C@@H]1CN(C)S(=O)(=O)c1ccc(F)cc1	-10
C[C@H](CO)N1C[C@H](C)[C@@H](CN(C)C)Oc2ncc(-c3cccc(C(=O)N(C)C)c3)cc2C1=O	2
C[C@H](NC(=O)C[C@H]1C[C@H]2c3cc(NC(=O)Nc4ccc(C(F)(F)F)cc4)ccc3O[C@H]2[C@@H](CO)O1)c1ccccc1	3
C[C@H](CO)N1C[C@H](C)[C@@H](CN(C)C(=O)c2ccncc2)OCCCC[C@H](C)Oc2ccc(NS(=O)(=O)c3cn(C)cn3)cc2C1=O	4
C[C@H]1CN([C@@H](C)CO)C(=O)c2cc(C#CCN(C)C)cnc2O[C@@H]1CN(C)C(=O)CN1CCOCC1	-1
C[C@@H]1CN([C@H](C)CO)C(=O)c2cc(NC(=O)C3CC3)ccc2O[C@@H]1CN(C)S(=O)(=O)c1ccccc1	-1
C[C@H]1CN([C@@H](C)CO)C(=O)c2cccc(NS(=O)(=O)c3cn(C)cn3)c2O[C@@H]1CN(C)S(=O)(=O)c1cn(C)cn1	1
C[C@@H]1CN([C@@H](C)CO)C(=O)c2cc(C#Cc3ccncc3)cnc2O[C@H]1CN(C)C(=O)c1ccccc1F	5
C[C@H](CO)N1C[C@H](C)[C@@H](CN(C)Cc2ccc(-c3ccccc3)cc2)Oc2ncc(C#C[C@@H](C)O)cc2C1=O	-7
C[C@H](CO)N1C[C@H](C)[C@@H](CN(C)C(=O)Nc2ccccc2C(F)(F)F)OCc2cn(nn2)CCCC1=O	7
CNC(=O)c1cc2c(cn1)[nH]c1ccccc12	-3
COc1cccc(-c2ccc3c(c2)O[C@H](CN(C)Cc2cncnc2)[C@H](C)CN([C@H](C)CO)S3(=O)=O)c1	5
C[C@H](O)C#Cc1cnc2c(c1)C(=O)N([C@H](C)CO)C[C@H](C)[C@@H](CN(C)C(=O)CN1CCOCC1)O2	0
C[C@H]1CN([C@@H](C)CO)C(=O)c2cc(NS(=O)(=O)c3ccc(F)cc3)ccc2O[C@@H]1CN(C)S(=O)(=O)c1ccc(F)cc1	-2
C[C@@H]1CN([C@H](C)CO)C(=O)c2cccc(NS(=O)(=O)c3ccccc3)c2O[C@H]1CN(C)Cc1ccc(C(=O)O)cc1	-10
C[C@@H]1CN([C@H](C)CO)C(=O)c2c(c3ccccc3n2C)-c2ccccc2CO[C@H]1CN(C)Cc1ccc(C(=O)O)cc1	6
Cc1noc(C)c1S(=O)(=O)Nc1ccc2c(c1)C(=O)N([C@H](C)CO)C[C@H](C)[C@H](CN(C)S(C)(=O)=O)OCCCC[C@H](C)O2	2

An excerpt; rates above refer to the full screens.
